# Hep lipid drop = modulators of hepatic lipid droplet formation; AML12 mouse hepatocytes, oleate lipid droplets, BODIPY imaging; inhibition, % at 6.5 µM; 240,000 compounds, 0.4% hits;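 active = lipid droplet intensity inhibited by at least 50%, with more than 500 cells counted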
#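 Technique: fluorescence imaging, 20x objective, two fields per well / Assay system: AML12 hepatocytes (mouse) / Measure: % inhibition of lipid droplet signal / Doses: 6.5 µM single-point dosing / Incubation: overnight exposure / Reagent: 100 µM oleic acid challenge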
# T cell modulator = T cell immune modulators affecting CD8 T cell-vesicle binding; 2C CD8+ T cell-vesicle binding, flow cytometry; active compounds read low; calls only at 7 µM; 330,000 compounds, 0.068% hits; AID 2052;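 active = response, share of CD8 T cells binding vesicles, and their 90th percentile fluorescence all below set limits, cut at about 80% in these data, passing the limit was not always enough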
#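 material = purified 2C TCR transgenic mouse naive CD8+ T cells | controls = Unloaded micro-vesicles (low), QL9 vesicles with 0.7% DMSO (high) | detection = cytometric PE anti-B7-1 and Alexa647 anti-CD8 signals after 1% paraformaldehyde fixation | incubation = binding step 1.5 h, 37 °C, antibody labelling 20 min, ice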
# Hep lipid drop cells 6.5 µM = second read-out of Hep lipid drop, no call of its own (marks repeat the call); cell count; measured here: cell count, cytotoxicity flag;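 cells counted across two imaged fields per well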
# T cell modulator vesicle-bound % = also measured in T cell modulator; calls as there; double positive events, %; measured here: CD8+ vesicle-bound cell fraction;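 binding gate set so that unloaded-vesicle control wells show 10% double positive cells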
# * marks the source's active call; other numbers are inactive results; i = inactive. A portion of the library; count on the stated rates, not on these rows.
SMILES,Hep lipid drop,Hep lipid drop cells 6.5 µM,T cell modulator,T cell modulator vesicle-bound %
Cc1ccc(S(=O)(=O)N(CC(=O)NCC2CCCO2)C2CCCCC2)cc1 (stereo unspecified),16.6,788,i,20.0
CCN1CCN(C(=O)c2nn(C)c3c2CS(=O)(=O)c2ccccc2-3)CC1,-15.5,726,i,31.0
COC(=O)/C=C1/SC(=NC(=O)c2cccc([N+](=O)[O-])c2)NC1=O,-2.1,739,i,33.8
CC(C(=O)NCCCn1ccnc1)(c1ccccc1)c1ccccc1,-26.2,772,i,31.7
Cc1cccc(Nc2nc(-c3ccccc3)cs2)n1,-1.8,857,i,67.1
Cc1ccc(C2c3[nH]c4ccccc4c3C[C@H]3C(=O)N(c4ccccc4C(=O)N4CCC[C@H]4C(=O)O)C(=O)N23)cc1 (stereo partly specified),-0.4,809,i,25.2
CSCC[C@H](NC(=O)c1ccco1)c1nnc2ccccn12,-4.4,744,i,33.6
CCC(C(=O)NCC1CCCO1)N(Cc1ccccc1)C(=O)CNS(=O)(=O)c1ccccc1 (stereo unspecified),-0.5,742,i,43.6
Cc1ccc2[nH]cc(CCNC(=O)C3CCCO3)c2c1 (stereo unspecified),-7.2,824,i,15.2
O=C(O)c1ccc(CSc2nc3ccccc3c(=O)n2-c2ccccc2)cc1,19.4,878,i,59.5
O=S(=O)(NC1CCCCC1)c1cccc2nsnc12,-13.8,815,i,25.9
Cc1cc(NC(=O)COC(=O)CCS(=O)(=O)c2cc(Cl)ccc2Cl)no1,-5.6,727,i,39.0
CC(C)(C)NC(=O)C(Cc1ccccc1)N1C(=O)c2ccccc2C1=O (stereo unspecified),-11.7,758,i,48.9
COC(C(=O)Nc1ccnn1C1CCN(Cc2ccc(C)o2)CC1)c1ccccc1 (stereo unspecified),-7.3,709,i,64.2
NNC(=O)CSc1c(-c2ccccc2)c2cc(Cl)ccc2[nH]c1=O,-5.1,836,i,28.7
COc1ccc(-c2nnc(NC(=O)c3ccccc3[N+](=O)[O-])s2)c(OC)c1,5.9,736,i,22.4
O=C(CCNC(=O)c1ccc([N+](=O)[O-])cc1)Nc1ccc(F)cc1F,8.6,719,i,18.5
Cc1ccccc1NC(=O)CCC(=O)N/N=C/c1cccnc1,7.1,889,i,19.9
C=C(C)COc1ccc(-c2nc(N)nc(C(F)(F)F)c2-c2ccc(OC)cc2)c(O)c1,4.0,826,i,24.1
CCCN1CCC(=O)N(CCO)CC1,2.6,738,i,16.2

# Structures from the list above that contain an aryl methoxy group, in the order listed:
SMILES,Hep lipid drop,Hep lipid drop cells 6.5 µM,T cell modulator,T cell modulator vesicle-bound %
COc1ccc(-c2nnc(NC(=O)c3ccccc3[N+](=O)[O-])s2)c(OC)c1,5.9,736,i,22.4
C=C(C)COc1ccc(-c2nc(N)nc(C(F)(F)F)c2-c2ccc(OC)cc2)c(O)c1,4.0,826,i,24.1

# (list continues)
SMILES,Hep lipid drop,Hep lipid drop cells 6.5 µM,T cell modulator,T cell modulator vesicle-bound %
CCC(C)NS(=O)(=O)c1cc2c3c(c1)CCN3C(=O)CC2 (stereo unspecified),10.0,820,i,22.4
CCOc1ccc(CCNC(=O)c2sc3nc4n(c(=O)c3c2C)CCC4)cc1,-1.5,753,i,22.1
Cc1cc(NC(=O)CC(C)C)c(=O)n(Cc2ccccc2F)c1,-0.2,823,i,57.7
Cc1cc(-c2ccc(Cl)cc2)n2nc(C)cc2n1,-3.6,781,i,50.5
CC(C)OC(=O)c1cc(Cl)c(=O)n(Cc2ccc(Cl)cc2Cl)c1,10.6,858,i,57.0
COc1ccc(CCNc2cc(C)nc(N)n2)cc1OC,-3.3,693,i,48.5
O=C(N=C1SC2CS(=O)(=O)CC2N1c1ccc(Cl)cc1)C1CCCO1 (stereo unspecified),0.7,694,i,7.2
CNC(=O)C1CC(=O)N(CCc2ccc(C)cc2)C1 (stereo unspecified),18.6,854,i,33.0
CCCCCOc1ccc(C(C)(O)C(CN2CCOCC2)c2ccccc2)cc1 (stereo unspecified),0.8,799,i,38.6
NC(=O)Cn1cc(/C=N/NC(=O)c2ccc(Cn3cc(Cl)cn3)o2)c(-c2ccccc2)n1,21.6,692,i,33.4
CCCn1cc(CN2CCC(n3nccc3NC(=O)c3ccccc3)CC2)c(C)n1,24.7,783,i,35.2
Cc1ccc(S(=O)(=O)N2CCN(C)CC2)cc1C,2.4,850,i,52.1
CCN(CC)CCCNC(=O)c1cn(CC(C)C)c(=O)c2c1c1ccccc1n2C,-13.5,764,i,18.4
O=C(NCCS(=O)(=O)c1ccc(Br)cc1)c1ccc(Cl)cc1,-5.8,836,i,15.1
CC(=O)Nc1ccc(NC(=O)CSc2nc(N)c(NC(=O)c3ccccc3F)c(=O)[nH]2)cc1,4.7,701,i,60.4
Cc1ccc(Cl)cc1NS(=O)(=O)N1CCOCC1,-18.8,712,i,6.4
COc1ccc(C(=O)OC(C)CN2CCN(C)CC2)cc1 (stereo unspecified),1.0,805,i,40.5
O=C(N1CCOCC1)N1CCN(S(=O)(=O)c2cccc([N+](=O)[O-])c2)CC1,-2.5,711,i,37.0
Cc1ccc(C(=O)Nn2cnnc2)cc1,-1.2,758,i,34.1
Oc1ccccc1C1=NN(c2ccccc2)C(c2ccc(F)cc2)C1 (stereo unspecified),3.6,827,i,48.2

# Filtered by structure, the compounds so far with two or more sulfur atoms.
SMILES,Hep lipid drop,Hep lipid drop cells 6.5 µM,T cell modulator,T cell modulator vesicle-bound %
O=S(=O)(NC1CCCCC1)c1cccc2nsnc12,-13.8,815,i,25.9
O=C(N=C1SC2CS(=O)(=O)CC2N1c1ccc(Cl)cc1)C1CCCO1 (stereo unspecified),0.7,694,i,7.2

# Complete entries from above. Values in the order: Hep lipid drop	Hep lipid drop cells 6.5 µM	T cell modulator	T cell modulator vesicle-bound %
# O=C(N1CCOCC1)N1CCN(S(=O)(=O)c2cccc([N+](=O)[O-])c2)CC1 is listed with -2.5	711	i	37.0
# Cc1cccc(Nc2nc(-c3ccccc3)cs2)n1 is listed with -1.8	857	i	67.1

# (next part)
SMILES,Hep lipid drop,Hep lipid drop cells 6.5 µM,T cell modulator,T cell modulator vesicle-bound %
Cc1nn(CCC(=O)NCc2ccc(N(C)C)cc2)c(=O)c2nn(-c3ccccc3)c(C)c12,13.9,750,i,45.6
COc1ccc(Cl)cc1C(=O)n1cnc2ccccc21,9.4,804,i,48.8
COc1ccc(OCC(=O)NCCCCCCNC(=O)COc2ccc(OC)cc2)cc1,11.7,689,i,59.0
COc1ccc(-n2ncc(C(C)NS(=O)(=O)c3cccs3)c2C)cc1 (stereo unspecified),7.1,861,i,8.2
Cc1ccc(-n2ncc3c(SCC(=O)NNC(=O)C(C)C)ncnc32)cc1,-0.1,788,i,24.5
CCOC(=O)C1CCN(S(=O)(=O)c2cc(C(=O)OC)n(C)c2)CC1,0.4,736,i,24.5
NS(=O)(=O)c1ccc(CCNC(=O)CN2CCN(Cc3cccc4ccccc34)CC2)cc1,-19.5,834,i,46.9
CC1CCCN(C(=O)CCS(=O)(=O)c2ccc3c(c2)NC(=O)C(C)S3)C1 (stereo unspecified),-2.1,735,i,14.8
COCCCN(Cc1cccs1)S(=O)(=O)c1c[nH]c(C(=O)OC)c1,-5.4,717,i,46.2
CC1CCN(C(=O)NC(=O)c2ccccc2)CC1,7.7,652,i,24.2
COc1ccccc1N1CCN(C2CCCN(C(=O)c3cc(C4CC4)on3)C2)CC1 (stereo unspecified),-2.5,685,i,64.0
CCOC(=O)c1c(NC(=S)NNS(=O)(=O)c2ccc(Br)cc2)sc2c1CCCCC2,-18.1,696,i,21.7
COc1ccc(S(=O)(=O)N(C)CC(=O)NCc2ccco2)cc1Cl,-2.0,809,i,70.1
COc1ccc(CCC(C)N2CCOCC2)cc1 (stereo unspecified),6.3,772,i,61.2
NS(=O)(=O)c1ccc(CCNC(=O)C2CCCN2S(=O)(=O)c2cccc3nsnc23)cc1 (stereo unspecified),-20.3,735,i,26.6
Clc1ccccc1Nc1nc(-c2ccncc2)nc2ccccc12,11.5,664,i,26.6
CCN(CC)C(=O)CSc1nc2c(sc(=S)n2-c2ccc(C)cc2C)c(=O)[nH]1,-0.8,808,i,38.7
C/C(CC(=O)NCc1ccccc1Cl)=N/NC(=O)c1ccccn1,-2.6,777,i,45.8
CC(C)c1nnc(NC(=O)CCC(=O)N2CCN(c3ccc(Cl)cc3)CC2)s1,1.9,676,i,54.2
COc1ccc(CCNCc2ccccc2N2CCCC2)cc1,-35.2,811,i,21.0
O=C(CCNC(=O)c1ccco1)Nc1ccc(OC(F)F)c(Cl)c1,-0.6,763,i,26.8
CC(=O)c1cccc(NC(=O)c2cc(=O)c3ccccc3o2)c1,11.4,776,i,66.4
Cc1ccccc1-n1cc(CNC(=O)C2CCC(=O)N(C3CC3)C2)cn1 (stereo unspecified),-6.0,812,i,65.7
Cc1ccoc1C(=O)N1CCN(C(=O)c2occc2C)CC1,-12.4,806,i,31.6
C=Cn1cc[n+](CC(=O)c2ccc(Br)cc2)c1,4.8,844,i,31.0
O=C(NCCn1cccn1)C1CCC(=O)N(CCc2ccc(Cl)cc2)C1 (stereo unspecified),-3.7,690,i,9.9
CCn1nc(NC(=O)CC(C)C)c2cc3ccc(C)cc3nc21,16.1,411,i,65.6
CCC(=O)NNC(=O)CSc1nnc(-c2ccccc2)c(-c2ccccc2)n1,1.0,793,i,49.1
CCOc1ccccc1C(=O)NCC(=O)NCCCSc1ccccc1,-7.6,542,i,11.4
COc1ccccc1CNCC(=O)Nc1ccc(N(C)C)cc1,-2.9,856,i,56.0
COc1ccc(Nc2nccc(-c3ccc(C#N)cc3)n2)cc1,-14.2,832,i,10.8
CCCCOc1ccc(C(=O)N=c2sccn2C)cc1OC,15.5,733,i,59.3
COc1cc(OC)c(OC)cc1CN(C)CC1CCCN(CCc2ccccc2F)C1 (stereo unspecified),9.1,810,i,68.1
COc1cc(S(=O)(=O)n2cnc3ccccc32)ccc1Br,11.5,772,i,16.2
CCCc1ccc2oc(C(=O)N(Cc3nccn3C)C(C)C)c(C)c2c1,-23.1,726,i,59.4
Cc1nn(C(C)C(=O)NCc2ccccc2F)c(=O)c2nn(-c3ccccc3)c(C)c12 (stereo unspecified),-3.4,769,i,21.0
CC(C)c1ccc2oc(=O)cc(CN3CCOCC3)c2c1,-32.0,754,i,36.7
CC(C)(C)OC(=O)NCc1ccc(CNC(=O)c2[nH]cnc2C(=O)N[C@@H](Cc2ccccc2)C(=O)OCc2ccccc2)cc1,-9.2,792,i,26.5
CCC(=O)N1CCc2cc(S(=O)(=O)N(C)c3ccc(OC)cc3OC)ccc21,5.5,834,i,18.8
O=C(NC1CC2CCCC(C1)N2C(=O)Nc1ccccc1Cl)C1CC1 (stereo unspecified),-5.7,795,i,24.9
CC(C)(C)OC(=O)N1CCC(c2c(C(=O)NCC3CCN(C4CCCC4)C3)cnn2-c2ccccc2)CC1 (stereo unspecified),-5.9,707,i,28.1
Cc1cc(S(=O)(=O)N2CCN(c3ccccn3)CC2)ccc1F,2.0,793,i,58.9
COc1ccc(Cn2c(=O)[nH]c3cc(C(=O)N4CCN(c5ccccc5F)CC4)ccc3c2=O)cc1,4.5,834,i,26.5
CCOc1ccc2nc(SCC(=O)NCc3ccccc3OC)[nH]c2c1,10.4,811,i,57.3
Cc1ccc(N(CC(=O)N2CCOCC2)S(C)(=O)=O)cc1Cl,2.7,824,i,65.0
Cc1ccc(C)c(Oc2cc(NN3CCCCC3)c([N+](=O)[O-])cc2[N+](=O)[O-])c1,14.6,772,i,21.5
COc1cc2cc(C(=O)N/N=C/c3ccccc3Cl)[nH]c2cc1OC,16.5,813,i,26.0
O=C(O)CC1COc2ccccc2N1S(=O)(=O)c1ccc(Br)cc1 (stereo unspecified),0.9,834,i,54.2
CCn1c(=O)n(CC)c2cc(N3CCCC3)c(NC(=O)c3ccc(F)cc3)cc21,-28.9,705,i,44.2
CN(C(=O)CSc1nncn1C)C1CCCN(Cc2ccccc2F)C1 (stereo unspecified),-5.8,777,i,36.7
COc1ccc(Cl)cc1NC(=O)[C@@]1(CC(=O)O)CC(/C=C/c2ccccc2)=NO1,-19.6,390,i,24.3
Cc1ccc(S(=O)(=O)NCc2cccnc2)c(C)c1,0.1,786,i,65.0
Cc1ccc(C(=O)c2c3ccc(C(F)(F)F)cc3[n+]([O-])n2CCC(N)=O)cc1,7.3,784,i,14.5
CC(C)CCNC(=O)C(c1ccc(O)cc1)N(Cc1ccco1)C(=O)CCC(=O)Nc1nccs1 (stereo unspecified),-13.3,785,i,22.8
COc1ccc(CNC(=O)C(c2cccc(C)c2)N(C(=O)c2csnn2)C2CC2)cc1 (stereo unspecified),-1.4,808,i,23.3
Cc1ccc(NC(=O)c2ccc3nc[nH]c3c2)nc1,5.0,700,i,62.7
CCOC(=O)N1CCN(Cc2nc3cc(NC(=O)c4ccco4)ccc3n2C)CC1,4.5,759,i,8.2
Cc1ccc(N(C)S(=O)(=O)c2ccc3[nH]cc(C(=O)NCCCN4CCOCC4)c(=O)c3c2)cc1C,-2.6,725,i,34.0
CN1C(=O)/C(=C/c2cccc([N+](=O)[O-])c2)C(=O)N1c1ccccc1,8.1,862,i,62.2
Cc1noc(C)c1COc1ccc(C(=O)N2CCCC(C(N)=O)C2)cc1 (stereo unspecified),-1.2,794,i,19.1
